CIT2-GFP yeast: yeast TOR pathway CIT2-GFP modulation | S. cerevisiae CIT2-GFP strain, flow cytometry, 3 h; 100 means same as DMSO wells | GFP response vs DMSO, % at 10 µM | 320,000 compounds, 0.065% hits | AID 2029;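 active = GFP response relative to DMSO above a set limit, near the screen mean plus 3 SD, cut at about 150% in these data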;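 also: ratio of well median GFP fluorescence to mean of DMSO wells on the plate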
AGP1-GFP MLPCN: modulators of TOR pathway AGP1-GFP in S. cerevisiae. S. cerevisiae AGP1-GFP multiplex flow cytometry, 3 h; GFP as percent of DMSO wells. GFP response vs DMSO, % at 10 µM. 320,000 compounds, 0.02% hits. AID 2066;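 active = GFP response relative to DMSO above a set limit, near screen average plus 3 SD, cut at about 150% in these data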;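 also: median GFP channel fluorescence of the gated AGP1 strain per well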
MEP2 TOR yeast: modulators of TOR pathway MEP2-GFP in S. cerevisiae. GFP response vs DMSO, % at 10 µM. S. cerevisiae MEP2-GFP strain, flow cytometry GFP, 3 h; 100% = DMSO control level. 330,000 compounds, 0.51% hits;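 active = GFP response versus DMSO above a set limit, roughly screen mean plus 3 SD, cut at about 180% in these data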;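 also: median GFP fluorescence of the barcode-gated MEP2-GFP cells per well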
LAP4 TOR yeast: alters LAP4-GFP fluorescence in TOR pathway yeast screen; 320,000 compounds, 0.34% hits; AID 2023; GFP response vs DMSO, % at 10 µM; S. cerevisiae LAP4-GFP multiplex, flow cytometry GFP, 3 h; median GFP as percent of DMSO wells;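 active = GFP response vs DMSO above a set limit, about the screen mean plus 3 SD, cut at about 150% in these data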
VLA-4 inh: inhibition in a human VLA-4 binding assay; P13612; VLA-4 expressing cells, ligand binding flow cytometry; inhibition, % (about 7 µM as worked out from the volumes in the protocol); 330,000 compounds, 0.2% hits; AID 2557; in the data active = inhibition above about 50%
RPL19A TOR yeast: modulators of TOR pathway RPL19A-GFP in S. cerevisiae; S. cerevisiae RPL19A-GFP strain, flow cytometry, 3 h; stronger effect = lower value; percent response vs DMSO, % at 10 µM; 330,000 compounds, 0.3% hits; AID 2025;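 active = percent response vs DMSO below 50%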;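 also: median channel GFP fluorescence of the barcoded RPL19A-GFP strain; ratio of sample median GFP to plate DMSO average so 100% = DMSO; lower means less RPL19A-GFP as with rapamycin TOR inhibition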
GRK2 aptamer HTS: inhibitors of human GRK2 displacing RNA aptamer. bead flow cytometry, FAM-aptamer displacement from GRK2. 330,000 compounds, 0.59% hits. inhibition of aptamer binding, % at 10 µM. AID 488847;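 active = inhibition of aptamer binding above 40%, roughly 3 SD of noise, on plates passing a quality check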;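 also: median bead fluorescence of bound FAM aptamer so fluorescent compounds give negative values; no value below 0 was filed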
Target sequence (P25098 whole entry, looked up): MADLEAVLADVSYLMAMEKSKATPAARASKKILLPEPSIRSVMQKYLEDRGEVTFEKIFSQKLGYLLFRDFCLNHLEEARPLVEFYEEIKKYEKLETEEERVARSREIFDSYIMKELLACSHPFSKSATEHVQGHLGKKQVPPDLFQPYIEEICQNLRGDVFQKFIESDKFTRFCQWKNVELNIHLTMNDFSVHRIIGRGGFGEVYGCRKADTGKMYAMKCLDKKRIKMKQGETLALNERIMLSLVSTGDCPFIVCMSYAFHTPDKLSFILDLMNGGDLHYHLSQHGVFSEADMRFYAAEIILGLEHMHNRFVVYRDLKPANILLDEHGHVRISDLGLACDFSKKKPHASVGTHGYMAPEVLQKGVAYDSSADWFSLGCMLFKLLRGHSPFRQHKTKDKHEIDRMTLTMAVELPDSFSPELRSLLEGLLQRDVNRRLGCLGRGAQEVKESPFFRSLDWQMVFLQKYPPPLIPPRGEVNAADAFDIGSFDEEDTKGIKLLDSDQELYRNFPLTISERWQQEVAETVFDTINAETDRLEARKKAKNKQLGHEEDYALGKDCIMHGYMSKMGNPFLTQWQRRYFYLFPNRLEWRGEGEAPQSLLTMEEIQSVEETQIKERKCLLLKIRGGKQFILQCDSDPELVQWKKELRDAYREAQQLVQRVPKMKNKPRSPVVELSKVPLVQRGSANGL
Yeast superoxide: yeast age-related superoxide inhibition as caloric restriction mimetic | S. cerevisiae aged cells, superoxide DHE fluorescence; stronger effect = lower value | superoxide response (% of plate mean), % at 10 µM | 330,000 compounds, 0.18% hits | AID 2690;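 active = superoxide response under a set limit, about three screen SD below normal, cut at about 65% in these data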;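 also: yeast aged for seven days with compound at 30 °C before DHE staining; 100% = average MFI of all compound-treated wells on the plate with controls excluded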
* marks the source's active call; other numbers are inactive results; nt = no result given.

SMILES	CIT2-GFP yeast	AGP1-GFP MLPCN	MEP2 TOR yeast	LAP4 TOR yeast	VLA-4 inh	RPL19A TOR yeast	GRK2 aptamer HTS	Yeast superoxide
Cc1nc2ccc3nc(NC(=O)c4ccc(S(=O)(=O)N5CCOCC5)cc4)sc3c2s1	92	97	108	98	-11	92	0	118
Cc1ccc(C(C)C)c(OCCCN2CC(C)OC(C)C2)c1 (stereo not drawn)	89	86	85	87	-1	88	3	85
COCC(=O)Oc1c(Sc2ccccc2[N+](=O)[O-])c(C)nn1C(C)(C)C	103	98	95	106	-15	99	0	88
COc1cc(NS(=O)(=O)c2ccc(NC(=O)c3ccc(Cl)cc3Cl)cc2)ncn1	104	95	101	87	5	103	0	104
COc1ccccc1NCc1cc(=O)oc2c(C)c(O)ccc12	105	103	108	100	10	105	0	100
CCOc1ccccc1N(CC(=O)N1CCOCC1)S(=O)(=O)c1ccccc1	101	102	110	99	11	102	0	97
COc1ccc(N2CCN(C(CNS(=O)(=O)c3ccc(C)cc3)c3ccccc3)CC2)cc1 (stereo not drawn)	124	104	109	94	11	103	1	80
c1coc(-c2nnc3n2C2(CCCC2)Cc2ccccc2-3)c1	93	94	94	101	1	92	2	104
O=C(O)c1ccc(NC(=O)c2ccc(COc3ccccc3)o2)cc1	94	98	116	114	-1	109	2	104
O=C(NNC(=O)c1ccccc1O)c1ccc(S(=O)(=O)Nc2ccccc2)cc1	90	97	94	104	10	94	2	109
CN1C(=O)C(=O)/C(=C(/O)c2ccccc2)C1c1ccc(Br)cc1 (stereo not drawn)	103	96	103	97	9	101	1	102
Cc1cc(NC(=O)CSc2nc3ccccc3c(=O)n2C(C)c2ccccc2)no1 (stereo not drawn)	109	101	101	102	-10	95	0	119
Cc1ccc(Cn2nnnc2CN2CCC(O)(c3ccccc3F)CC2)cc1	92	96	92	92	11	95	0	104
Cc1cc(NC(=O)CSc2nnc(C)n2C)no1	109	103	103	98	8	99	0	91
CCc1nnc(NC(=O)CCN2C(=O)c3ccccc3C2=O)s1	85	94	98	98	11	96	0	97
Cc1oc(C)c2c(=O)ccc3c(c12)OC(N)=C(C#N)C3c1ccccc1 (stereo not drawn)	111	100	126	109	-59	104	0	109
COc1ccc(NC(=O)Nc2ccc3c(c2)CC(=O)N([C@H](C)CO)C[C@H](C)[C@H](CN(C)Cc2ccc(C(=O)O)cc2)O3)cc1	98	92	95	90	7	103	1	126
O=C(Nc1ccc2oc(-c3ccccc3)nc2c1)c1cccnc1	110	101	100	129	-3	99	0	77
O=C(NCCc1ccccn1)C(F)(F)C(F)(F)C(F)(F)C(F)(F)C(F)(F)C(F)F	117	115	119	114	15	114	0	108
O=C1C(C=NCCCN2CCCC2=O)=C(O)c2ccccc21	94	101	96	94	2	97	1	101
CC(=O)NC1=NN(C(C)=O)C2(CCCCC2)S1	106	106	95	99	2	102	0	107
Cc1ccc(NC(=O)NC(=O)CN2CCC(C(N)=O)CC2)c(C)c1	103	100	93	98	-5	96	1	106
CCOc1ccc(Nc2ccc(N3C(=O)CCC3=O)cc2[N+](=O)[O-])cc1	108	107	99	115	-4	104	16	99
CC1(C)CC(=O)C2=C(C1)OC(N)=C(C#N)C2Cc1ccccc1 (stereo not drawn)	89	98	97	100	1	97	11	117
CCOC(=O)Cn1c(O)c(N=NC(=O)CNC(=O)Cc2ccccc2)c2ccccc21	104	110	102	100	-80	103	4	100
CCCCNC(=O)Nc1ccccc1Br	97	92	104	92	-14	101	1	92
Cc1noc(C)c1COc1ccc(C(=O)Nc2ccccn2)cc1	103	100	98	105	2	101	1	93
Cc1cc(C)nc(/N=C(/NC(=O)Nc2ccc(Cl)c(Cl)c2)Nc2ccccc2)n1	97	100	97	92	13	99	4	105
CC(=O)c1ccc(S(=O)(=O)N2CCCC(N(C)CCc3ccccn3)C2)cc1 (stereo not drawn)	126	97	112	94	-5	105	1	97
CSc1nc(C)c2c(n1)N(c1cccc(C)c1)CC2	107	93	97	110	11	95	3	101

6 entries drawn at random from the list so far:
SMILES	CIT2-GFP yeast	AGP1-GFP MLPCN	MEP2 TOR yeast	LAP4 TOR yeast	VLA-4 inh	RPL19A TOR yeast	GRK2 aptamer HTS	Yeast superoxide
CC(=O)NC1=NN(C(C)=O)C2(CCCCC2)S1	106	106	95	99	2	102	0	107
CSc1nc(C)c2c(n1)N(c1cccc(C)c1)CC2	107	93	97	110	11	95	3	101
CCOC(=O)Cn1c(O)c(N=NC(=O)CNC(=O)Cc2ccccc2)c2ccccc21	104	110	102	100	-80	103	4	100
Cc1ccc(NC(=O)NC(=O)CN2CCC(C(N)=O)CC2)c(C)c1	103	100	93	98	-5	96	1	106
COc1ccc(NC(=O)Nc2ccc3c(c2)CC(=O)N([C@H](C)CO)C[C@H](C)[C@H](CN(C)Cc2ccc(C(=O)O)cc2)O3)cc1	98	92	95	90	7	103	1	126
CCCCNC(=O)Nc1ccccc1Br	97	92	104	92	-14	101	1	92

The listing picks up with the two entries that preceded the break.
SMILES	CIT2-GFP yeast	AGP1-GFP MLPCN	MEP2 TOR yeast	LAP4 TOR yeast	VLA-4 inh	RPL19A TOR yeast	GRK2 aptamer HTS	Yeast superoxide
CC(=O)c1ccc(S(=O)(=O)N2CCCC(N(C)CCc3ccccn3)C2)cc1 (stereo not drawn)	126	97	112	94	-5	105	1	97
CSc1nc(C)c2c(n1)N(c1cccc(C)c1)CC2	107	93	97	110	11	95	3	101
CC(=O)Nc1ccc(NC(=O)Nc2ccc(C)c(C)c2)cc1	104	104	104	95	-2	104	0	89
CC1CCC(NC(=O)COC(=O)c2cccnc2Cl)CC1 (stereo not drawn)	100	109	100	110	-3	100	0	95
O=C(CCNC(=O)c1ccccc1)NNC(=O)c1ccccc1Br	103	100	105	97	-9	100	1	113
COc1ccccc1NC(=O)Cn1c(C)nc2c(sc(=S)n2Cc2ccco2)c1=O	104	95	98	93	-4	96	0	114
COc1ccc(C(=O)CSc2nnc(NC(=O)C3CC(=O)N(c4ccccc4C)C3)s2)cc1 (stereo not drawn)	96	98	104	95	5	104	3	101
O=C(CCCCN1CCCCC1)c1ccc2c(c1)Cc1ccccc1-2	97	97	97	106	9	99	0	102
Fc1ccc(C2=CC(c3cccs3)n3nnnc3N2)cc1 (stereo not drawn)	84	85	99	93	-5	99	2	104
O=C(Cc1ccccc1[N+](=O)[O-])NCc1ccc(Cl)cc1Cl	99	104	104	102	7	101	1	93
COc1ccccc1NC(=O)c1nn(C)cc1Br	90	95	105	103	7	96	0	102
Cc1ccc(S(=O)(=O)N2CCc3ccccc3C2CN2C(=O)c3ccccc3C2=O)cc1 (stereo not drawn)	nt	95	91	92	-8	102	0	100
Cc1ccc(NC(=O)C2CCCNC2=O)nc1 (stereo not drawn)	104	101	99	96	-2	102	2	95
O=S(=O)(Nc1ccc2c(c1)oc1ccccc12)N1CCCC1	86	92	95	101	1	97	3	109
O=C1CC2(CCCC2)CC(=O)N1c1ccccc1	114	105	105	99	12	105	0	92
COc1ccccc1CCNC(=O)C(=O)NCC1OCCCN1S(=O)(=O)c1ccc(F)cc1C (stereo not drawn)	96	104	101	99	-14	99	3	94
CC(=O)/C=C\c1ccccc1OC(=O)c1cc2ccccc2oc1=O	93	92	105	103	-1	97	0	107
COc1ccc2cc[nH]c2c1	102	97	101	105	1	96	0	94
O=C(c1ccccc1)N1CCN(Cc2ccccc2C(F)(F)F)CC1	108	108	108	101	0	105	0	103
Cc1cc(-c2nnc(CCC(=O)NCC(C)c3ccccc3)o2)no1 (stereo not drawn)	99	104	116	109	-5	108	0	86
COc1cccc(CN2CCNC(=O)C2CC(=O)NCCc2cccc(C)n2)c1OC (stereo not drawn)	99	103	100	93	2	102	3	97
CC(NC(=O)c1ccccc1)C(=O)NC1=NCCS1 (stereo not drawn)	100	101	95	105	4	96	0	112
COc1ccc(NC(=O)c2ccc(COc3ccccc3)o2)cc1	94	86	130	92	7	88	2	104
Clc1ccc(/C=N/Nc2nn[nH]n2)cc1	92	99	102	99	0	96	1	96
CCOC(=O)N1CCN(CCC(=O)Nc2ccccc2OC)CC1	99	97	96	92	-7	96	5	109
COc1cccc(Sc2ccccc2/C=N/NC(N)=O)c1	102	105	101	105	-7	103	0	95
CCOC(=O)N1CCN(C(=O)c2cc3c(-c4ccc(Cl)cc4)nn(C)c3s2)CC1	104	107	100	105	-13	103	0	93
CC1CCN(C(=O)c2ncn(Cc3ccccc3)c2C(=O)N2CCC(C)CC2)CC1	73	78	87	78	-4	99	3	91
O=C(COC(=O)CSc1ccc([N+](=O)[O-])cc1)NCCc1ccccc1	104	102	91	109	23	95	0	103
CCC(C(=O)N1CC2(C)CC1CC(C)(C)C2)N1C(=O)c2ccccc2C1=O (stereo not drawn)	98	97	101	97	0	101	0	109
COc1ccc(Cn2nnnc2C(c2cccs2)N2CCSCC2)cc1 (stereo not drawn)	106	110	107	115	11	105	3	97
COc1ccccc1-c1cnn2c(NC3CCCC3)cc(C)nc12	105	98	111	104	10	107	0	98
CCC(CC)C(=O)NC12CC3CC(CC(C3)C1)C2	100	103	100	94	4	nt	0	107
O=C(CCN1C(=O)c2ccccc2S1(=O)=O)Nc1nc2c(s1)CCCC2	95	98	100	100	1	94	2	83
COc1ccc(OCC(=O)OCCN(C)C)cc1	108	109	96	94	1	103	2	96
NC(=O)COC(=O)c1cc(Cl)cc(Cl)c1N	102	102	101	103	2	100	0	98
COCCCN=Cc1c(C)[nH]n(-c2ccc(Br)c(C)c2)c1=O	98	101	96	101	19	109	0	124
CCN(Cc1nc2ccccc2c(=O)[nH]1)Cc1nc2cc(OC)c(OC)cc2c(=O)[nH]1	90	104	102	104	6	95	6	85
C=C(Br)Cn1c(CCC)nc2ccccc21	89	88	91	86	8	90	6	99
CCc1cccc(NC(=O)Cn2cccc2)c1	91	96	107	104	13	99	0	102
CCCc1ccc2oc(C(=O)N(C)Cc3cnccn3)c(C)c2c1	99	96	100	106	-3	102	2	100
C=CCN1C=CC=C/C1=C1\SC(=S)N(C)C1=O	108	98	101	105	9	95	1	98
Cc1nc(N)sc1-c1csc(Nc2cccc(C(=O)O)c2)n1	107	102	108	98	4	107	1	99
COc1ccc(NC(=O)CN2CCCN(S(=O)(=O)c3ccc(F)cc3)CC2)cc1	90	96	92	94	9	95	0	98
Cc1ccc(NC(=O)CSc2ncnc3ccccc23)cc1S(=O)(=O)N1CCCCCC1	90	97	94	91	2	98	0	107
c1ccc2[nH]c(-c3cnco3)cc2c1	105	93	103	88	-23	102	nt	93
COc1ccc(-c2cc(C(=O)OC(C)C(=O)Nc3c(C)n(C)n(-c4ccccc4)c3=O)c3ccccc3n2)cc1 (stereo not drawn)	106	101	108	99	19	102	6	122
Cc1cc(NC(=O)CSc2nc3ccc(Cl)cc3[nH]2)no1	91	91	88	86	1	92	0	112
CCc1cccc(C)c1NC(=O)CN(C)S(=O)(=O)c1ccc(-c2ccc(=O)[nH]n2)s1	104	99	138	100	7	101	0	90
CC(=O)Nc1ccc(Nc2nnc(-c3ccc(C)c(S(=O)(=O)NCCO)c3)c3ccccc23)cc1	106	103	107	100	6	106	5	101
CCn1c(CNC(=O)c2cc(OC)c(OC)c(OC)c2)cc2ccccc21	106	112	113	104	-17	106	0	105
O=C(CSc1nnc(CNC(=O)c2ccco2)o1)c1ccc(Cl)cc1	85	97	96	92	-4	97	0	84
COc1ccc(CNC(=O)CC(C)c2ccccc2)cc1 (stereo not drawn)	90	98	100	103	3	96	3	96
CC(CCc1ccccc1)NS(=O)(=O)c1ccccc1 (stereo not drawn)	95	95	91	107	0	98	0	93

Compound activity (PubChem)
